High-throughput results deposited in PubChem by several laboratories.
NPY Y2 blocker: antagonists of human neuropeptide Y receptor Y2 | NPY-Y2 expressing cells, antagonist mode | inhibition, % at 2.7 µM | 140,000 compounds, 0.99% hits | AID 793; in the data active = inhibition above about 17%;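 note: 0% = vehicle with agonist challenge and 100% = reference antagonist with challenge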
Target sequence (P49146 whole entry, looked up): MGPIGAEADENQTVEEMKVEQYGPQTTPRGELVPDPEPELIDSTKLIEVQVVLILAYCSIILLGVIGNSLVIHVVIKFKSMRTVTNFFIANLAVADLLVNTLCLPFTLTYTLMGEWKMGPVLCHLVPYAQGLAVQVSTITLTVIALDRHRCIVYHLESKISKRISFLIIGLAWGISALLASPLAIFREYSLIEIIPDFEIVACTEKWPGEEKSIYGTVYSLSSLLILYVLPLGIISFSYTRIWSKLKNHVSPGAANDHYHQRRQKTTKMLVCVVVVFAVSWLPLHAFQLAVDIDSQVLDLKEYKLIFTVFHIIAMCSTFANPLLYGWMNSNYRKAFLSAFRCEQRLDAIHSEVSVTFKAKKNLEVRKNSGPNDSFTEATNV
Yeast lifespan up: yeast lifespan extension. 130,000 compounds, 0.68% hits. S. cerevisiae growth with nicotinamide, OD615; deaD strain in restrictive glucose medium. AID 775. inhibition of the nicotinamide effect, % at 10 µM;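 active = inhibition above a set limit, placed 3 SD over the median of all compounds, cut at about 26% in these data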;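 note: 0% = nicotinamide-treated wells and 100% = cells grown without nicotinamide; some compounds called inactive have numbers as strong as hits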
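Material: Modified budding yeast, DeaD strain | Medium: Restrictive glucose medium | Probe or stimulus: 1.5 mM nicotinamide | Dosing: Single dose 10 µM compound, 0.25% DMSO | Times: 48 h at 30 °C | Technique: OD615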
E-sel TNF inh: TNF alpha driven E-selectin expression inhibition | HUVEC TNFa-induced E-selectin immunofluorescence, high content | inhibition, % at 2 µM | 120,000 compounds, 0.71% hits;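 active = inhibition above the batch mean plus 3 SD, and confirmed as a hit on visual image review, cut at about 43% in these data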;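 note: 0% = TNF-stimulated DMSO wells and 100% = unstimulated control wells; not every result past the cut was called active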
MRP-1 activ: MRP-1 activation; H69AR cells + doxorubicin, viability rescue, CellTiter-Glo; 140,000 compounds, 0.61% hits; viability increase, % at 10 µM;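 active = viability gain under doxorubicin at or above a set limit, the compound median plus 3 SD, cut at about 4.7% in these data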;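 note: MRP-1 overexpressing cells given doxorubicin 25 µM after compound pretreatment; 18-22 h compound pretreatment then 72 h with doxorubicin before readout; 0% = doxorubicin-only wells and 100% = vehicle-treated cells without doxorubicin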
Measles CPE: protection of cells from measles virus; Measles virus-infected cells, CPE protection, absorbance; protection (pct of control), % at 4 µM; 140,000 compounds, 1.5% hits; in the data active = protection mostly above about 24%, no sharp cut-off; inactive = mostly below about 26%; note: some compounds called inactive have numbers as strong as hits
Phagocytosis inh: blocks phagocytosis by macrophages; J774A.1 macrophage IgG-bead phagocytosis, imaging; inhibition, % at 5 µM; 110,000 compounds, 0.07% hits; AID 1029;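 active = inhibition above the mean of the plate negative controls plus 5 SD, cut at about 13% in these data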;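 note: phagocytic index as fraction of beads internalized from green versus red external bead signal; plate controls were DMSO negative control for no effect and cytochalasin-D positive control for full effect; some results beyond the cut were filed as inactive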
HCT116 bCat-KO: beta-catenin-lacking colon tumor cell growth suppression | HCT116 beta-catenin knockout viability, CellTiter-Glo, 60 h; hits give low values | viability, % at 10 µM | 140,000 compounds, 1.5% hits;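 active = viability at or under a set limit, the compound median less 4 SD, cut at about 6% in these data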;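 note: 0% = Hyamine 1622 control at 20 µM and 100% = untreated cell control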
GALR2 antag: GALR2 (human) receptor antagonism; O43603; GALR2-expressing cells, antagonist mode; inhibition, % at 4 µM; 140,000 compounds, 0.39% hits; AID 828; in the data active = inhibition above about 27%;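 note: cells stimulated with galanin 1-16 at roughly its EC80; 0% = agonist challenge control and 100% = basal control without agonist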
Target sequence (O43603 whole entry, looked up): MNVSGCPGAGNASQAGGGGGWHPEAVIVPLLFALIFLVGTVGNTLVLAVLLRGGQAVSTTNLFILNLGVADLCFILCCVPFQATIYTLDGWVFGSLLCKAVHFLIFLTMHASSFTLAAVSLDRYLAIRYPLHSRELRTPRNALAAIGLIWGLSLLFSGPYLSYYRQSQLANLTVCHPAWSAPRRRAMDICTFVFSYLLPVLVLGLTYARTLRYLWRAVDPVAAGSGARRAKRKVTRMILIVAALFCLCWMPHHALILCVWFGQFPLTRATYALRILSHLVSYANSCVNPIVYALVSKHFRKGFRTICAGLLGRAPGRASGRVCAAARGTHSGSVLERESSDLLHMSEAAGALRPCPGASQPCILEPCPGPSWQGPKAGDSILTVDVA
PTEN del growth: PTEN-deleted cell growth suppression | viability, % at 10 µM | AID 827 | 140,000 compounds, 1.2% hits | HCT116 PTEN-null viability, CellTiter-Glo, 60 h; hits give low values;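 active = viability at or below a set limit, 4 SD under the median of all tested compounds, cut at about 3.7% in these data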;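 note: PTEN knockout HCT116 line with beta catenin targeted HCT116 as companion control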
Yeast growth inh: chemicals that inhibit yeast BB579 growth in restrictive medium (lifespan-shortening candidates); 140,000 compounds, 0.51% hits; AID 804; inhibition, % at 10 µM; S. cerevisiae BB579 growth, OD615, 48 h;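 active = inhibition above a set limit, 3 SD over the mean compound inhibition, cut at about 44% in these data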; note: inactives centre near -24
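System: Saccharomyces cerevisiae DeaD strain BB579, replicative lifespan model yeast. Buffer or medium: restrictive glucose-based CSMM-D medium. Doses: one dose, 10 µM compound with 0.25% DMSO. Timing: 4 h preincubation and 48 h exposure at 30 °C. Detection: turbidity as optical density at 615 nm. Benchmarks: amphotericin B 10 µg/mL, positive.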
Starred values were filed as active, the others as inactive; · = no result given.

SMILES | NPY Y2 blocker | Yeast lifespan up | E-sel TNF inh | MRP-1 activ | Measles CPE | Phagocytosis inh | HCT116 bCat-KO | GALR2 antag | PTEN del growth | Yeast growth inh
CCOc1ccc(/C=N/NC(=S)Nc2c(C)cccc2C)cc1 | 1 | -6 | 2 | 0.0 | 8 | 1 | 71 | -7 | 79 | -52
COc1cc2c(cc1O)CC[n+]1cc3c(OC)c(OC)ccc3cc1-2 | 0 | 2 | -24 | -0.9 | 5 | · | 89 | 8 | 101 | -10
CCc1ccc(NC(=O)c2cnn3ccccc23)cc1 | 4 | -10 | 0 | -3.9 | 2 | · | 79 | 4 | 80 | 0
Cc1ccc(-c2nc(C)sc2CC(=O)OCC(=O)Nc2c(F)cccc2F)cc1 | 1 | 1 | 3 | -2.2 | 4 | · | 84 | -4 | 97 | -36
CCOC(=O)C(CCCCOc1cccc(CC)c1)C(=O)OCC | 10 | -2 | 2 | -1.2 | 5 | · | 86 | 4 | 92 | -18
Cc1cc(C(=O)c2ccccc2)c(NC(=O)CCl)s1 | 2 | 3 | 18 | -5.8 | 5 | -1 | 102 | -3 | 104 | 9
COc1cccc(C2(O)CCN(C(=O)C3CC3)CC2)c1 | 1 | -14 | 10 | -0.1 | 3 | 0 | 102 | 2 | 96 | -19
CN(C(=O)c1ccc2c(Cl)c3c(nc2c1)CCC3)c1ccccc1 | 4 | 13 | 6 | -3.5 | 9 | · | 87 | 6 | 80 | -34
O=S(c1ccsc1)c1ccsc1 | -3 | -5 | -30 | -1.0 | 18 | 0 | 97 | 5 | 99 | -6
CCOC(=O)c1ccc2nc(NC(=O)C(C)C)sc2c1 | 1 | -20 | 17 | -1.3 | 3 | · | 77 | 0 | 88 | -14
O=C(NCCCn1ccnc1)C(Cc1ccc([N+](=O)[O-])cc1)N1C(=O)c2ccccc2C1=O (stereo unspecified) | -2 | · | 3 | -0.8 | 21 | · | 98 | 0 | 107 | -45
CC(C)Sc1n[nH]c2nc3c(c(=O)n12)C1(CCCC1)Cc1ccccc1-3 | 2 | -7 | -23 | -3.1 | 2 | -4 | 87 | 1 | 95 | -29
Cc1ccc(C(=O)NCC(=O)OCC(=O)c2ccc(C)c([N+](=O)[O-])c2)cc1 | 3 | 1 | -9 | -0.3 | 12 | -8 | 91 | 1 | 92 | -13
CCCCOC(=O)Cn1c(=O)oc2ccc(C)cc21 | 4 | -13 | · | -0.8 | 24 | -1 | 54 | 7 | 62 | 6
CN(C)c1ccc(NC(=O)Cn2ncn3c(cc4ccccc43)c2=O)cc1 | -2 | -14 | 53 | -1.4 | 20 | -2 | 98 | -11 | 88 | -19
CCn1c(CSCc2ccc(C)cc2)nnc1SCC(=O)NCc1ccccc1 | 2 | -7 | 4 | -0.1 | 24 | · | 86 | -8 | 79 | -1
CC1CCN(C(C(=O)Nc2ccc3c(c2)OCO3)c2ccccc2)CC1 (stereo unspecified) | · | -4 | · | -3.6 | 11 | 0 | 77 | · | 84 | -5
CC(=O)c1ccc(NC(=O)c2ccc(CSc3ccccc3)o2)cc1 | 4 | -7 | -9 | 2.2 | 7 | -7 | 83 | -3 | 85 | -42
Cc1cccc(NC(=S)NCc2ccc(F)cc2)c1 | 3 | -4 | -8 | -3.3 | 4 | -1 | 90 | 10 | 94 | 11
Cc1oc2ccc(NS(=O)(=O)c3ccc(C(C)(C)C)cc3)cc2c1C(=O)Nc1ccccc1 | 1 | 7 | -34 | -1.2 | 5 | · | 79 | -8 | 75 | -46
CCn1c(SCC(=O)NC2CCCCC2C)nnc1-c1ccc(OC)cc1 (stereo unspecified) | 2 | -5 | · | -2.0 | 9 | 0 | 92 | 5 | 87 | -10
O=C(CSc1nnc2c(Cl)cc(C(F)(F)F)cn12)N(Cc1ccccc1)Cc1ccccc1 | 6 | 1 | -2 | -1.4 | 4 | -5 | 78 | -7 | 62 | -66
Oc1[nH]c2ccccc2c1N=NC(=S)NCC1CCCO1 (stereo unspecified) | 4 | 0 | 12 | -1.5 | 9 | -5 | 56 | 1 | 60 | 12
O=C1CN(C(=O)COC(=O)C23CC4CC(CC(O)(C4)C2)C3)c2ccccc2N1 | 0 | -17 | -15 | -1.1 | 16 | · | 101 | 0 | 107 | -12
Cc1c(C)c2cc(Cl)c(O)c(CN3CCCCC3)c2oc1=O | -3 | -17 | -7 | 1.5 | 16 | 2 | 99 | -3 | 105 | -26
O=C(CN(Cc1ccc(Cl)c(Cl)c1)S(=O)(=O)c1ccccc1)N/N=C\c1ccc2c(c1)OCO2 | 4 | -21 | -16 | -5.5 | 7 | -1 | 22 | -1 | 20 | -43
CC(C#N)On1c(SC(C)C#N)nc2ccccc2c1=O (stereo unspecified) | 2 | -4 | · | -0.5 | 8 | 3 | 93 | 6 | 99 | -48
CC(C)(C)c1cc(NC(=O)c2cccc(S(=O)(=O)N3CCOCC3)c2)no1 | 2 | 3 | · | 0.3 | 6 | -3 | 90 | 13 | 98 | 25
CN(C)C(=O)COn1c(SCC(=O)N(C)C)nc2ccccc2c1=O | 2 | -3 | -31 | -2.0 | 21 | · | 102 | 8 | 95 | -33
Cc1ccc(C(C[N+](=O)[O-])c2c(C)[nH]n(-c3ccccc3)c2=O)cc1 (stereo unspecified) | 3 | 15 | 8 | -4.5 | 8 | 4 | 31 | 20 | 37 | -2
Cc1nc2ncnn2c(C)c1CCC(=O)O | -1 | -1 | -21 | -1.5 | 9 | -1 | 88 | -15 | 103 | -17
COc1ccc(NC(=O)Cc2c[nH]c3ccccc23)cc1S(=O)(=O)N1CCCCC1 | 0 | 3 | · | -1.9 | 7 | -3 | 87 | 19 | 77 | -42
Nc1ncnc2nc(SCCOc3ccc(Cl)cc3)[nH]c12 | 2 | 0 | 5 | -1.4 | 7 | -3 | 102 | 5 | 105 | -28
CCCCC(C(=O)NC1CCCC1)N(Cc1ccco1)C(=O)Cn1nnc(-c2ccc(F)cc2)n1 (stereo unspecified) | 11 | -4 | 0 | 0.3 | 6 | 2 | 90 | 8 | 88 | -29
O=C(Cn1cc(C(F)(F)F)ccc1=O)N/N=C/c1cccc(Cl)c1Cl | 4 | 4 | · | 0.4 | 5 | 4 | 84 | 1 | 96 | -73
Cc1ccc2cccc(S(=O)(=O)N3CCN(c4cccc(Cl)c4)CC3)c2n1 | 7 | -18 | 9 | -2.7 | 4 | -1 | 45 | -4 | 39 | -23
Cc1nn2c3ccccc3n(Cc3ccccc3)c2nc1=O | 0 | · | 0 | -4.3 | 2 | · | 86 | 9 | 89 | 5
O=C(Cn1cnc2c(oc3ccccc32)c1=O)N1CCN(c2ccccc2)CC1 | 3 | 3 | 0 | -0.9 | 11 | 0 | 96 | -19 | 106 | -60
CC(C)Sc1nnc([C@@H]2CCCN2C(=O)OC(C)(C)C)o1 | 4 | -2 | 20 | -0.1 | 1 | -2 | 86 | 9 | 92 | 12
CCOC(=O)CSC1=C(C#N)C(c2ccccc2C)C2=C(CCCC2=O)N1 (stereo unspecified) | 1 | -4 | -31 | -0.5 | 4 | 0 | 89 | 9 | 97 | -8
CCOc1ccc(/C=N/NC(=O)c2csc(C)c2C)c(OCC)c1 | 2 | -1 | 11 | -2.9 | 6 | -5 | 101 | 6 | 96 | -41
Cc1cccc(C)c1N=Cc1c(O)n(-c2nccs2)c(=O)c2ccccc12 | 1 | 33* | -16 | 6.2* | 4 | -11 | 93 | -9 | 88 | -39
CC(C)n1nc(C(=O)Oc2cc(Cl)ccc2Cl)c2ccccc2c1=O | 2 | 21 | · | 1.9 | 6 | -3 | 96 | 0 | 99 | -5
CC(=O)Nc1ccccc1OCC(=O)N(Cc1ccccc1)C(C)C | 3 | 0 | -3 | -2.2 | 0 | -11 | 71 | 8 | 77 | -30
O=C(O)c1cccc(Nc2ncnc3c2cnn3-c2ccccc2)c1 | 0 | -10 | 8 | 1.1 | 6 | -1 | 111 | -1 | 97 | -28

Two compounds from above with just NPY Y2 blocker:
structure	NPY Y2 blocker
Cc1nc2ncnn2c(C)c1CCC(=O)O	-1
O=C(Cn1cc(C(F)(F)F)ccc1=O)N/N=C/c1cccc(Cl)c1Cl	4

Other entries.
SMILES | NPY Y2 blocker | Yeast lifespan up | E-sel TNF inh | MRP-1 activ | Measles CPE | Phagocytosis inh | HCT116 bCat-KO | GALR2 antag | PTEN del growth | Yeast growth inh
O=C1CC(c2ccccc2)CC2=C1C(c1ccccn1)Nc1ccccc1N2 (stereo unspecified) | 1 | -5 | -7 | -2.5 | 9 | -2 | 104 | -10 | 98 | -9
CCN(CC)CCNC(=O)Cn1c(C)cc2ccccc2c1=O | -1 | 3 | 3 | 0.1 | 15 | 1 | 99 | 3 | 97 | -29
CCCCCCCc1nn2c(=O)cc(O)nc2s1 | 1 | 21 | · | 2.2 | 4 | -10 | 93 | -4 | 95 | -76
CCCCCn1c(=NC(C)=O)c(C#N)cc2c(=O)n3ccccc3nc21 | 0 | -25 | 9 | -2.7 | 9 | 0 | 61 | 2 | 64 | -10
COc1ccc(-c2nc(-c3ccccc3)c(-c3cccs3)[nH]2)cc1OC | -4 | -13 | 11 | -0.7 | 17 | 0 | 87 | 11 | 82 | -35
O=C(C1CCN(S(=O)(=O)c2cccc3nsnc23)CC1)N1CCc2ccccc2C1 | 1 | -9 | · | -0.4 | 40 | -1 | 94 | -5 | 92 | -16
COc1cccc(N2CC(C)Cn3c2nc2c3c(=O)n(CCN3CCOCC3)c(=O)n2C)c1 (stereo unspecified) | 1 | -9 | · | -1.1 | 9 | 0 | 87 | 8 | 98 | -14
CC(C)(C)NC1=CC(=O)OC12CCCCC2 | 0 | -3 | · | -0.7 | 4 | -1 | 118 | -14 | 103 | -36
CS(=O)(=O)N1CCc2cc(C(=O)N3CCCCC3)ccc21 | 0 | -5 | -1 | -1.0 | 15 | · | 102 | 0 | 104 | -10
CCOC(=O)N1CCN(C(=O)CSCC(=O)Nc2nc(-c3ccc(C)cc3)cs2)CC1 | 4 | 11 | · | -0.9 | 11 | 2 | 86 | 2 | 75 | 5
CC(=O)Nc1ccc(S(=O)(=O)NCC(C)NS(=O)(=O)c2ccc(NC(C)=O)cc2)cc1 (stereo unspecified) | -1 | -11 | 12 | -1.3 | 12 | · | 95 | -12 | 101 | -49
CCC(=O)Nc1cccc(-c2cn3ccsc3n2)c1 | 4 | -18 | 4 | 0.8 | 5 | · | 116 | -21 | 126 | -7
Nc1ccc(S(=O)(=O)c2ccc(N)cc2)cc1 | 1 | 5 | · | -2.0 | 11 | · | 99 | -8 | 102 | 16
COC(=O)C1(C(=O)OC)NOC2C(=O)N(c3ccc(Cl)cc3Cl)C(=O)C21 (stereo unspecified) | 0 | 6 | -3 | 0.2 | 0 | 0 | 98 | 4 | 101 | -33
CCCCS(=O)(=O)NC1=NCN(Cc2ccco2)CN1 | 1 | -5 | 3 | -2.7 | 16 | · | 93 | 7 | 95 | -32
